# PAFAH1B3 FP inh – PAFAH1B3 (human) inhibition | recombinant PAFAH1B3, FP-rhodamine probe, fluorescence polarization | Q15102 | 340,000 tested, 0.28% active | inhibition, % at 3.39 µM | AID 492972;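 active = inhibition above the screen-wide average of all tested compounds plus 3 SD, cut at about 25% in these data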;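 also: 0% = enzyme with DMSO only and 100% = wells lacking PAFAH1B3 protein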
# LYPLA2 counter – LYPLA2 (human) inhibition in PME1 counter-screen | inhibition, % at 5.9 µM | 320,000 tested, 0.38% active | O95372 | recombinant LYPLA2, FP-Rh probe fluorescence polarization;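 active = inhibition above the screen-wide mean plus 3 SD, limit set per campaign, cut at about 26% in these data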;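 also: 0% = LYPLA2 with DMSO and 100% = wells lacking LYPLA2 enzyme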
# GSTO1 inh – counter-screen for RBBP9 inhibitors: inhibitors of human GSTO1. P78417. recombinant GSTO1, activity-based probe fluorescence polarization. 300,000 tested, 1.1% active. inhibition, % at 5.96 µM;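 active = inhibition above the campaign mean inhibition plus 3 SD, cut at about 35% in these data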;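 also: 0% = GSTO1-1 with DMSO and 100% = wells lacking GSTO1-1 enzyme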
# PAD4 FP inh – PAD4 (human) enzyme inhibition; recombinant PAD4, RCA probe fluorescence polarization; inhibition, % at 6.36 µM; 330,000 tested, 0.41% active;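 active = percent inhibition above a cutoff equal to the mean of all tested compounds plus 3 SD, cut at about 15% in these data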;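 also: 0% = PAD4 with RCA probe and DMSO and 100% = probe without PAD4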
# PAFAH1B2 FP inh – blocks human PAF acetylhydrolase 1b catalytic subunit 2 | inhibition, % at 3.39 µM | recombinant PAFAH1B2, FP-rhodamine activity probe, fluorescence polarization | 340,000 tested, 1.2% active | P68402;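 active = inhibition above the mean of all tested compounds plus 3 SD, cut at about 24% in these data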;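 also: 0% = enzyme with DMSO and 100% = wells lacking PAFAH1B2; many of its hits are not listed in these tables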
# pPAFAH FP inh – inhibitors of human plasma PAF acetylhydrolase (pPAFAH); Q13093; recombinant pPAFAH, FP-rhodamine probe fluorescence polarization; inhibition, % at 3.39 µM; 330,000 tested, 1.5% active;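 active = inhibition above the mean inhibition across the screen plus 3 SD, cut at about 25% in these data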;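 also: inhibitors block binding of the rhodamine activity-based probe so polarization drops; 0% = enzyme with DMSO and 100% = wells lacking pPAFAH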
# Target sequence (Q13093 whole entry, looked up): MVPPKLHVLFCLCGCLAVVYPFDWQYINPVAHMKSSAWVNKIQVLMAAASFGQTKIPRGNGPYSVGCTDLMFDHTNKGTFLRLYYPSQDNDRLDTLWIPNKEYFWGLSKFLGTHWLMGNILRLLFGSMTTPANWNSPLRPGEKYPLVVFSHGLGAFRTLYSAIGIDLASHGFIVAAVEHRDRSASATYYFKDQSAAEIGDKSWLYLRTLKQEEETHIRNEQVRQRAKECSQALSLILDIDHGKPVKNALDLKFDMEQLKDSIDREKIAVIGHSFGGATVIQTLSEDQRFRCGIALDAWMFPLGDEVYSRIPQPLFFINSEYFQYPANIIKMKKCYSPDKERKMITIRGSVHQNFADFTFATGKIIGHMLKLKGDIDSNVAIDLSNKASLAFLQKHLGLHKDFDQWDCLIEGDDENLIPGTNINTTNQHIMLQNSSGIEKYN
# PME-1 primary – PME-1 (human) inhibition. AID 2130. 320,000 tested, 0.53% active. recombinant PME-1, FP-Rh probe fluorescence polarization. inhibition, % at 5.9 µM;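 active = inhibition above the campaign mean of all compounds plus 3 SD, cut at about 26% in these data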;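 also: competitive labeling of PME-1 active site by serine hydrolase directed probe; 0% = PME-1 with DMSO and 100% = wells lacking PME-1 enzyme; inhibitors block probe labeling so polarization falls and inhibition rises; many of its hits are not listed in these tables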
# Target sequence (Q9Y570 whole entry, looked up): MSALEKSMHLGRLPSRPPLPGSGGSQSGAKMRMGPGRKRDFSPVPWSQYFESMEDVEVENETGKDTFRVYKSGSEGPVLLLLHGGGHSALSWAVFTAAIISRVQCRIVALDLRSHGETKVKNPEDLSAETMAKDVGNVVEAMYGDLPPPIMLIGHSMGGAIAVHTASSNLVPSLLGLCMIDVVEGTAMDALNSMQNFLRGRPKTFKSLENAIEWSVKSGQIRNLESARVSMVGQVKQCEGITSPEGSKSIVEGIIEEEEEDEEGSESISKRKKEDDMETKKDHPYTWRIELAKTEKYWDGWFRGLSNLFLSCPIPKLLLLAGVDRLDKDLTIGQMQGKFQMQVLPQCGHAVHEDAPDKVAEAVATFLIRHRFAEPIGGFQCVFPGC
# LYPLA1 inh – LYPLA1 (human) inhibition in PME1 counter-screen | O75608 | inhibition, % at 5.9 µM | recombinant LYPLA1, FP-Rh probe fluorescence polarization | 320,000 tested, 0.16% active;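 active = inhibition above the mean of all tested compounds plus 3 SD, set per campaign, cut at about 14% in these data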;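 also: inhibitors block serine hydrolase probe labeling of LYPLA1 so polarization falls; 0% = enzyme with DMSO and 100% = wells lacking LYPLA1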
# Target sequence (O75608 whole entry, looked up): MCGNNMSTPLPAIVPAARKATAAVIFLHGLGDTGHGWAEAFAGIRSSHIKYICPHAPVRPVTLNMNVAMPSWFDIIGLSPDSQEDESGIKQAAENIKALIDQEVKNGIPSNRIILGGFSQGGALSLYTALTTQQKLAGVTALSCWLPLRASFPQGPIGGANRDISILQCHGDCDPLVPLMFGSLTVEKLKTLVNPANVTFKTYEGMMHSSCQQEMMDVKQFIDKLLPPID
# PAFAH2 inh – inhibitors of human PAFAH2; Q99487; recombinant PAFAH2, FP-rhodamine activity probe, fluorescence polarization; inhibition, % at 3.39 µM; 340,000 tested, 0.99% active; AID 492956;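 active = inhibition above the mean over all tested compounds plus 3 SD, cut at about 30% in these data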;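 also: inhibitors block probe labeling of enzyme so polarization drops; 0% = enzyme with DMSO and 100% = wells lacking PAFAH2 protein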
# The depositor's hits bear a star; . = not tested or not shown. This is a subset, so the mix of outcomes need not match the whole.
SMILES,PAFAH1B3 FP inh,LYPLA2 counter,GSTO1 inh,PAD4 FP inh,PAFAH1B2 FP inh,pPAFAH FP inh,PME-1 primary,LYPLA1 inh,PAFAH2 inh
CCn1c(CNc2ccc(Cl)cc2)nnc1SCC#N,7,1,4,1,0,1,1,2,0
COc1ccccc1C1C2=C(N=C3SCC(=O)N31)c1ccccc1CC2 (configuration not stated),-2,-1,0,-1,1,3,-6,0,-2
O=C(NCCCN1CCOCC1)c1csc2c1CCCC2,-2,-3,-2,-2,1,2,0,-2,-4
O=C(NNC(=O)C1CC1c1ccccc1)c1ccccc1F (configuration not stated),-3,2,2,0,10,3,-11,-3,1
CCN1C(=O)C(=O)N(CC(=O)Nc2cc(C)ccc2C)C1=O,4,3,.,-4,3,-1,-1,0,-9
Cc1nc2c(C)cccc2c2c1COC2,9,6,5,4,-3,0,-8,0,9
COCCN(C(=O)Nc1ccc(OC)cc1OC)C1CCN(C(C)=O)CC1,8,1,7,-5,5,-10,-5,-5,-4
COc1ccc(C(CNC(=O)CN(C)S(=O)(=O)c2ccc(C)cc2)N2CCCC2)cc1 (configuration not stated),6,.,.,-1,6,2,.,.,1
COc1ccc(C(=O)N2CCN(Cc3ccc(OC)c(OC)c3)CC2)cc1,-2,0,4,3,3,0,1,0,1
CCN1CCc2c(OCC(=O)Nc3ccccc3)cccc2C1=O,7,5,-4,3,4,1,5,-4,-5
Cc1ccc(OCCn2c(C)c(/C=N/n3cnnc3)c3ccccc32)cc1,9,8,13,-3,3,22,2,3,3
C[C@@H]1C(NC(=O)c2ccccc2)CC2CC1C2(C)C (some centres not stated),12,2,-10,-1,10,-12,-3,2,5
O=C(O)Cc1sc(-c2ccccc2Cl)nc1-c1ccccc1,-6,-5,-6,1,1,1,4,-6,1
O=C(Nc1nncs1)c1ccccc1NS(=O)(=O)c1cccs1,7,9,-40,-2,3,4,2,1,-9
COC(=O)CSc1ncc(C#N)c(N)n1,-1,-8,0,-2,0,-2,-2,-3,6
CCC(=O)N(CCC(Cc1ccccc1)c1ccc2c(c1)OCO2)Cc1ccccc1F (configuration not stated),-3,-2,-10,2,2,9,5,-1,-3
Cc1ccc(C(C)C)c(OCC(O)CN2CCc3ccccc3C2)c1 (configuration not stated),-1,1,1,-5,7,2,5,-2,-3
CC1(C)Cc2c(sc3nc(-c4ccccc4)oc(=O)c23)CO1,5,9,7,-2,0,-2,-2,2,-6
CCN(CC)c1ccc(C(=O)c2cnc(/N=C/N(C)C)s2)cc1,-9,10,-2,1,-1,2,5,1,8
O=C(CN1C(=O)NC2(CCCCCCC2)C1=O)N1CCN(C(=O)c2ccco2)CC1,4,0,5,-4,4,2,-4,3,2
COC(=O)c1ccccc1NC(=O)COc1ccc(S(=O)(=O)N2CCCC2)cc1C,2,7,-8,-2,3,-6,-2,3,0
COc1cc(/C=N/Nc2ccccc2[N+](=O)[O-])ccc1OC(=O)c1ccccc1F,-2,-8,3,8,0,3,-4,-2,-9
Cc1cccc(CCNC(=O)CC2C(=O)NCCN2Cc2ccc(F)c(F)c2)n1 (configuration not stated),3,-4,14,0,1,3,0,2,-7
CCOC(=O)c1c(C)n(CC)c2ccc(OC(=O)c3ccc([N+](=O)[O-])cc3)cc12,6,-6,-4,-4,-3,2,-7,1,-2
COc1ccccc1-c1n[nH]c(=S)n1-c1ccccc1,-1,5,3,-3,25*,3,3,-3,7

# In the list so far, two have a Cl atom:
SMILES,PAFAH1B3 FP inh,LYPLA2 counter,GSTO1 inh,PAD4 FP inh,PAFAH1B2 FP inh,pPAFAH FP inh,PME-1 primary,LYPLA1 inh,PAFAH2 inh
CCn1c(CNc2ccc(Cl)cc2)nnc1SCC#N,7,1,4,1,0,1,1,2,0
O=C(O)Cc1sc(-c2ccccc2Cl)nc1-c1ccccc1,-6,-5,-6,1,1,1,4,-6,1

# (list continues)
SMILES,PAFAH1B3 FP inh,LYPLA2 counter,GSTO1 inh,PAD4 FP inh,PAFAH1B2 FP inh,pPAFAH FP inh,PME-1 primary,LYPLA1 inh,PAFAH2 inh
COc1cccc(-c2nn(-c3ccccc3)cc2CN(C)C(C)c2ccncn2)c1 (configuration not stated),11,10,-1,4,-5,0,5,7,0
Cc1c(C(=O)N2CCOCC2)sc(NC(=O)c2ccccc2F)c1C#N,-4,0,3,-6,2,10,-3,-5,7
COc1ccc(NC(=O)CCNC(=O)c2ccco2)cc1OC,10,2,10,2,0,-2,7,2,-13
CC(C)Oc1ccc(CN2CCC(n3nccc3NC(=O)CCc3ccccc3)CC2)cc1,6,-2,3,0,4,3,3,1,-1
COc1cc(C(=O)NCCC(=O)N2CCCCC2)cc(OC)c1OC,1,-4,0,0,-2,2,-2,-5,3
O=C(Nc1c2c(nn1-c1ccc(F)cc1)CS(=O)C2)c1ccc2c(c1)OCO2 (configuration not stated),-2,-1,-5,-4,-2,-2,0,-1,-5
O=S(=O)(Nc1ccc(N2CCCCC2)cc1)c1ccccc1F,.,2,3,-1,.,7,2,0,.
O=C(c1cccc([N+](=O)[O-])c1)c1cc2ccccc2o1,0,-2,6,-1,-2,7,9,2,-1
CC(=O)N(CN1C(=O)c2ccccc2C1=O)c1cccc(C)c1,2,-2,0,-5,3,6,-5,1,-7
O=C(Nc1ccc(S(=O)(=O)N2CCCCCC2)cc1)c1ccc(Br)o1,-2,1,-11,2,-5,-7,-10,-6,1
O=C(Nc1cc(Cl)ccc1O)c1snnc1-c1ccccc1,-7,5,-5,3,4,-2,2,-9,-8
CC1CC(C)CN(C(=O)c2ccc(NC(=O)c3ccc(=O)[nH]c3)cc2)C1 (configuration not stated),3,-6,9,7,6,-6,-2,-2,3
O=C(COc1ccc(/C=N/NC(=O)C(=O)N2CCCCCC2)cc1)Nc1ccccc1Cl,1,6,-25,-2,0,0,5,0,5
Cc1ccc(-c2nn(CC(=O)NCc3cc(-c4nn(C)c(=O)c5ccccc45)ccc3C)c(=O)c3ccccc23)cc1,4,3,3,-2,1,3,-7,-1,9
Cc1ccc(-c2c3c(=O)n(C)c(=O)n(C)c3cn2Cc2cccnc2)cc1,5,4,5,-1,6,2,-4,0,-6
COc1cc(NC(=O)C2CC2)c(OC)cc1NC(=O)CCC(=O)NC1CCN(Cc2ccccc2)CC1,1,4,-2,5,-5,8,-1,1,2
CCOC(=O)CCc1c(C)c2ccc(OCC(=O)OC(C)C)cc2oc1=O,11,8,-3,-8,8,3,0,-1,10
COc1ccc2sc(N(CCCN(C)C)C(=O)c3ccc(S(=O)(=O)N4CCc5ccccc5C4)cc3)nc2c1,9,7,0,4,1,-4,8,4,1
CCc1noc(C)c1C(=O)Nc1ccc(C)c(S(=O)(=O)N2CCCCCC2)c1,-2,1,-7,-2,1,2,-4,1,-1
NCCCC(N)(C(=O)O)C(F)F (configuration not stated),0,10,5,-4,3,0,-4,3,-16
CN(C)CCOC(=O)Cc1ccc(Cl)cc1,1,1,4,4,3,8,2,0,10
CCn1c(Cc2ccc(OC)cc2)nnc1SCC(=O)Nc1nc2ccccc2s1,7,2,-2,1,3,1,4,-2,-4
N#CCOC(=O)C1c2ccccc2Oc2ccccc21,-1,-2,4,-2,3,9,-1,-1,-7
Cn1c(=O)[nH]c(=O)c2c1nc(SCC(O)CCl)n2Cc1ccccc1 (configuration not stated),1,4,2,-6,0,4,4,-2,7
CC1CCC(NC(=O)C(Cc2ccccc2)n2cccc2)CC1 (configuration not stated),3,3,0,2,9,-3,8,0,-2

# Single entries from the list.
# `O=C(c1cccc([N+](=O)[O-])c1)c1cc2ccccc2o1` in LYPLA1 inh = 2
# `O=S(=O)(Nc1ccc(N2CCCCC2)cc1)c1ccccc1F` in LYPLA1 inh = 0

# Following part:
SMILES,PAFAH1B3 FP inh,LYPLA2 counter,GSTO1 inh,PAD4 FP inh,PAFAH1B2 FP inh,pPAFAH FP inh,PME-1 primary,LYPLA1 inh,PAFAH2 inh
Cc1cccc(-c2cc3nc(C)cc(NCCCn4ccnc4)n3n2)c1,-1,-3,-1,0,-1,5,2,2,2
CCCc1ccc(C(=O)CN2C(=O)C(=O)N(C3CCCC3)C2=O)cc1,-1,-1,.,-1,13,9,-2,-1,0
CCCNC(=O)c1onc(CSc2ccc(F)cc2)c1C(=O)NCC1CC1,3,1,1,2,2,-5,-6,0,1
CCCS(=O)(=O)N1CCC(C(=O)NCc2ccc(F)cc2)CC1,1,-3,8,0,-1,0,-2,1,-2
O=C(NN=C1CCCC1)c1[nH]c2ccc(Cl)cc2c1-c1ccccc1,.,-24,1,0,.,3,-14,-12,.
Cc1scc(-c2n[nH]c(=S)n2C(C)c2ccccc2)c1C (configuration not stated),-5,-1,7,2,18,3,1,1,6
O=C(Nc1ccccc1)Nc1ccccc1C(=O)NCC1CC1,18,5,-3,6,-1,-6,-9,0,4
CCO[C@H]1OC(C(=O)NC2CC2)=C[C@@H](C)[C@@H]1CCCO,-4,-1,2,-5,3,2,4,3,10
COc1cc(C2C(C(=O)/C=C/c3ccccc3)=C(O)C(=O)N2c2ccccn2)ccc1O (configuration not stated),0,4,22,-42,0,2,0,-5,4
CCCC(=O)Nc1sc(C)c(-c2ccc(OC)cc2)c1C#N,4,3,5,3,-1,9,-1,1,-4
CCN(CC)S(=O)(=O)c1ccc(Cl)c(NC(=O)COC(=O)/C=C/c2cc(OC)c(OC)c(OC)c2)c1,3,-3,-2,4,-1,10,-6,-5,13
COc1ccc(C2c3c(oc4ccccc4c3=O)C(=O)N2c2ccccn2)cc1 (configuration not stated),1,0,-2,1,3,3,-6,3,3
CC/C(=N/O)C(=O)c1ccc(Br)cc1,9,0,4,2,5,-3,-7,-1,-6
COc1ccccc1NS(=O)(=O)c1cc(NC(=O)c2ccccc2F)ccc1N1CCOCC1,2,-10,-9,-1,0,-3,-13,-9,5
CCOC(=O)C1=C(C)NC(=S)N(C=O)C1c1ccccc1 (configuration not stated),4,-6,9,-10,8,-2,-5,-1,-7
C/C(Cn1nnc([N+](=O)[O-])n1)=N\NC(=O)c1ccncc1,6,-2,1,-4,0,0,0,-1,6
Cc1c(Cl)cccc1NC(=S)N1CCN(C(=O)C2CCCO2)CC1 (configuration not stated),-2,7,9,0,-5,1,4,-1,-1
C/C(=N/N=C/c1ccc(N(C)C)cc1)c1ccccc1,1,-5,-2,-2,-7,8,-1,-3,1
COc1ccc2c(c1OC)C(=O)N1c3ccccc3C(=O)N(c3ccc(F)cc3)C21 (configuration not stated),13,16,5,5,-5,1,9,3,7
c1ccc(Cc2nnc(-c3ccccc3)o2)cc1,4,0,9,-1,8,2,-3,-3,6
COc1ccccc1N1CCN(CCCCOc2cccc3ccccc23)CC1,7,-2,-1,-3,2,8,0,0,5
Cc1cc(C)c2nc(SCc3ccc([N+](=O)[O-])cc3)nc(C)c2c1,14,2,1,-5,2,2,4,-2,2
COc1ccc2c(c1)[C@H]1[C@H](CO2)[C@H](c2ccccc2)[C@]2(C)C(=O)Nc3ccccc3C(=O)N12,2,-10,0,5,1,9,-4,-7,6
CC1(c2ccccc2)NC(=O)N(CC(=O)N2CCN(S(=O)(=O)c3cccs3)CC2)C1=O (configuration not stated),2,-1,-4,7,0,-4,-3,-1,3
O=C(O)c1ccc(NS(=O)(=O)c2ccc(N3CCCC3)c([N+](=O)[O-])c2)cc1,7,4,-5,-1,3,4,1,4,-6
COc1ncnc2c1sc1nc(-c3ccccc3)c3c(c12)CCCC3,-7,2,-1,-1,2,3,1,0,0

# Screening data from PubChem.
